SMN2 splice up = qHTS Assay for Enhancers of SMN2 Splice Variant Expression | HEK293 SMN2-luciferase splicing reporter, luminescence, 30-36 h | Potency, µM (doses to about 46.1 µM), for the others: at the highest dose activity change, positive = activation, hits mostly activators | actives 2.8% (n = 210,000); further: potency means the concentration at half of the fitted maximal effect; % of control where 0% means no effect; nearly all actives have a fitted effect of over 55% in size
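qHTS luciferase splicing reporter: luminescence rises when SMN2 exon 7 is included in transfected HEK293 cells. Compound exposure lasted 30-36 h at 37C, with 4.5 mM final sodium butyrate as control, followed by a ONE-Glo read.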
IMPase Li cell = qHTS Assay for Identifying the Cell-Membrane Permeable IMPase Inhibitors: Potentiation with Lithium. CHO-M1 cells, IP1 TR-FRET (IP-One), carbachol + lithium. Potency, µM (highest dose often 59.4 µM), for the others: top-dose activity, negative = IMPase inhibition, hits mostly inhibitors. actives 0.35% (n = 210,000);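 further: IP1 builds up when IMPase is blocked and the TR-FRET signal falls; potency means the concentration at half of the fitted maximal effect; plate controls were basal vehicle for no effect and high inhibitor control for full effect; nearly all actives have a fitted effect of over 50% in size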
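CHO cells stably expressing M1 receptor (2000/well) were cultured 16–30 h, then exposed to compounds with a small lithium addition for 30 min at 37C. IP1 was measured by TR-FRET competition; AC50 from Hill fits.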
HTT aggregate = qHTS Multiplex Assay to Identify Dual Action Probes in a Cell Model of Huntington: Aggregate Formation (GFP). PC12 HttQ103-GFP aggregates, Acumen cytometry, 40 h. Potency, µM (top dose mostly 46.1 µM), for inactives: top-dose activity change, negative = inhibition, hits mostly inhibitors. actives 1.1% (n = 220,000). AID 1688, 2009; further: potency means the concentration at half of the fitted maximal effect; on the % scale 0 is the no-effect control and ±100 the full control effect; nearly all actives have a fitted effect of over 60% in size
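Compounds (qHTS titration) were added to PC12 cells expressing an ecdysone-driven HTT exon 1 Q103–GFP fusion after induction with 100 nM tebufenozide. Aggregate formation was measured as GFP objects in cell lysates.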
KinaseGlo FLuc = Counterscreen for Luciferase (Kinase-Glo TM) Inhibition; Luciferin 4-monooxygenase (Photuris pensylvanica), Q27757; Kinase-Glo luciferase, ATP luminescence, 8 min; Potency, µM (series often up to 38.3 µM), without a hit: at the highest dose activity change, negative = inhibition, usual class: inhibitors; actives 0.28% (n = 200,000); AID 1379, 2008; further: potency means the concentration at half of the fitted maximal effect; on the % scale 0 is the no-effect control and ±100 the full control effect; nearly all actives have a fitted effect of over 60% in size
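Substrate mix (final 50 mM imidazole pH 7.2, 50 mM KCl, 7 mM MgCl2, 10 uM ATP, 0.01% Tween 20, 0.05% BSA) plus pin-tool compound, then Kinase-Glo detection mix; 8 min ambient, luminescence read.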
LMNA splice mod = qHTS Assay for Modulators of Lamin A Splicing; HeLa LMNA splicing GFP/RFP minigene ratio, 48 h; Potency, µM (highest dose often 46.1 µM), inactives show at the highest dose ratio change, negative = inhibition, usual class: inhibitors; actives 0.01% (n = 200,000); active means well fitted inhibition curve with a large enough effect in the signal ratio, with a control signal flat, not every such curve was filed as active; inconclusive means small, poorly fitted or top-dose-only effect, or effect the other way, or a change in a side signal; the % refers to the signal ratio; further: potency means the concentration at half of the fitted maximal effect; on the % scale 0 is the no-effect control and ±100 the full control effect
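S3 HeLa cells stably expressing lamin A-EGFP splicing minigene plus DsRed2, 600 cells/well, 48 h compound exposure at 37C. Laser-scanning cytometry; analysed as GFP (500-530 nm)/RFP (575-640 nm) total intensity ratio; 0.5% DMSO vehicle.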
HTT cytoprotect = qHTS Multiplex Assay to Identify Dual Action Probes in a Cell Model of Huntington: Cytoprotection (ATP). Potency, µM (highest dose often 56.4 µM), for the others: cytoprotection (ATP increase), hits mostly activators. PC12 HTT-Q103 induced, cytoprotection, ATP luminescence, 40 h. actives 0.14% (n = 230,000);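 further: potency means the concentration at half of the fitted maximal effect; % of control where 0% means no effect; nearly all actives have a fitted effect of over 45% in size; toxic huntingtin expression switched on by the ecdysone agonist tebufenozide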
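PC12 cells with ecdysone-inducible HTT exon 1 Q103-GFP, induced with 100 nM tebufenozide and co-treated with library compounds in a dose series (1536-well, 1500 cells/well). Cytoprotection read as ATP content by ATPlite luminescence.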
CBFb RUNX1 block = qHTS Assay for Compounds Blocking the Interaction Between CBF-beta and RUNX1 for the Treatment of Acute Myeloid Leukemia. Potency, µM (highest dose often 59.8 µM), without a hit: top-dose activity, negative = inhibition, hits mostly inhibitors. 230,000 tested, under 10 active. Runt-related transcription factor 1 (Homo sapiens) + Core-binding factor subunit beta …. AlphaScreen CBFb-His/RUNX1-biotin binding, biochemical; further: % of control where 0% means no effect
Target sequence (Q01196 whole entry, looked up): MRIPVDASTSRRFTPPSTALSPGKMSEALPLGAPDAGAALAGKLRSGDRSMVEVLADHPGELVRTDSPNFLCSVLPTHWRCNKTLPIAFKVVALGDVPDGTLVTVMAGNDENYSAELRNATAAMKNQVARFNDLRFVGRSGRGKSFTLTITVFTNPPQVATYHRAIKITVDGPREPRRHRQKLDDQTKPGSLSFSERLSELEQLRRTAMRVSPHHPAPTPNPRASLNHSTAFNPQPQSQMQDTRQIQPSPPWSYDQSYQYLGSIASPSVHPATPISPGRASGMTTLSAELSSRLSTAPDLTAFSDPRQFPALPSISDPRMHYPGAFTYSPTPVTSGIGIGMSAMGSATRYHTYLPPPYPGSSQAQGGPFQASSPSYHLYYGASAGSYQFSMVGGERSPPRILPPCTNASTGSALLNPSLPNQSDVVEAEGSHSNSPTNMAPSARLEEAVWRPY
Target sequence (Q13951 whole entry, looked up): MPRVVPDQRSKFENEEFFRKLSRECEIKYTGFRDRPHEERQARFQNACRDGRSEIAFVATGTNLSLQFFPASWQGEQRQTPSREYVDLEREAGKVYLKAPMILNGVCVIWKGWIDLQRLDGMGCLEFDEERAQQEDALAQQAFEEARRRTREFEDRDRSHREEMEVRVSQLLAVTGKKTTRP
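Room-temperature protein-protein interaction test with 30 nM each of His-tagged CBF-beta and biotinylated RUNX1, 15 min with compound, then 90 min with nickel plus streptavidin beads. Signal read in AlphaScreen mode.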
Active calls of the source: *; ? = inconclusive; nt = no result given; [ ] = another dose, or the depositor's remark. Unless noted, the call rests on the fitted dose curve; in most records, active means well fitted curve in the direction sought with a large enough effect; inconclusive means small, poorly fitted or top-dose-only effect, or another doubt; inactive means no such curve, though single readings can be large; an effect the other way counts as inactive or inconclusive.

structure	CBFb RUNX1 block	IMPase Li cell	HTT cytoprotect	SMN2 splice up	LMNA splice mod	KinaseGlo FLuc	HTT aggregate
CC(=O)c1sc(NC(=O)COc2ccc(C(C)C)c(C)c2)nc1C	-3%	11µM*	12%	-16%	?	0%	11%
CCN1CCCC1Cn1cnc2c([nH]c3cccc(Cl)c32)c1=O (configuration not stated)	0%	2%[38.3 µM]	-6%[0.074 µM]	-13%	-7%	-4%	-7%
Cn1c(=N)n(CC(=O)C(C)(C)C)c2ccccc21	-7%	37%[activator][38.3 µM]	-15%[10 µM]	?	-8%	2%	-10%
Cc1cccc(CN2C(=O)c3ccccc3Sc3ccc(C(=O)NCCN4CCOCC4)cc32)c1	3%	11%	-8%	5%	3%[9.22 µM]	-8%	5%
CCc1nc(SCC(=O)Nc2ccccc2C(=O)OC)n[nH]1	2%	15%[38.3 µM]	10%	5%	-2%	1%	5%
CCOC(=O)C(C)CC(C)C(=O)N1CCOCCOCCN(C(=O)C(C)CC(C)C(=O)OCC)CCOCC1 (configuration not stated)	6%	-5%[38.3 µM]	10%	-4%	2%	2%	7%
COC(=O)[C@H](Cc1ccccc1)NC(=O)[C@H]1C[C@@H]1[C@H](NC(=O)OCc1ccccc1)c1ccccc1	nt	9%	-6%	-2%	nt	1%	nt
COc1cccc(/C=C/C(=O)OCC(=O)Nc2ccc(Cl)c(S(=O)(=O)N(C)C)c2)c1OC	-12%	16%	-10%[10 µM]	5%	-18%[46 µM]	1%	13%
Cc1ccccc1N=C(NOCc1ccc(Cl)cc1Cl)c1nonc1N	13%	25%[38.3 µM]	-10%[10 µM]	-8%	-1%	-5%	?
COc1ccc(-c2noc(CN(C(=O)c3cccs3)C(C)C)n2)cc1	-3%	6%[38.3 µM]	-30%	-28%	-15%	4%	17%
CCN=C1SC(C(=O)Nc2ccccc2)CC(=O)N1CC (configuration not stated)	-1%	38%[activator][38.3 µM]	2%	-1%	-7%	-4%	2%
COc1ccccc1NC(=O)CSc1nnc(C)n1CCc1ccccc1	6%	3%[38.3 µM]	-20%	-4%	0%	-1%	13%
COc1cccc(-c2ccc(C#N)c(=O)[nH]2)c1	21%	0%	-27%	8%	nt	0%	-13%
C=CCC(Nc1ccc(OC)cc1)(C(=O)OCC)c1ccccc1 (configuration not stated)	-9%	3%	?	9%	nt	-1%	nt
O=C1C2C3CCC(C3)C2C(=O)N1c1ccc(OS(=O)(=O)c2ccccc2)cc1 (configuration not stated)	-2%	10%	11%[10 µM]	-27%	-17%[46 µM]	-2%	-33%
CN1CCN(Cc2nc(N)nc(Nc3ccc4c(c3)OCCO4)n2)CC1	-10%	-2%[38.3 µM]	-17%	28%	5%	-1%	-10%
CC(C(=O)N1CCc2ccccc21)N1CCN(c2ccccn2)CC1 (configuration not stated)	1%	19%	20%[10 µM]	-42%[inhibitor]	-8%	2%	-9%
O=C(COc1ncnc2ccccc12)Nc1ccccc1[N+](=O)[O-]	-10%	10%	-11%[10 µM]	?	-12%[46 µM]	2%	5%
O=C(Nc1sc2c(c1CN1CCOCC1)CCC2)c1ccc(F)cc1	-11%	3%	9%[10 µM]	-1%	-10%	-1%	13%
COc1ccccc1-c1nnc(SCC(=O)N2CCOCC2)n1-c1ccccc1	-4%	3%[38.3 µM]	-2%	13%	-3%	6%	-7%
CCOC(=O)N/N=C/c1cc(C)n(-c2ccccc2)c1C	-14%	4%	1%[10 µM]	-15%[1.84 µM]	-5%	-3%	26%
Clc1nc(Nc2ccc(N3CCOCC3)cc2)c2ccccc2n1	6%	9%	19%[10 µM]	-39%[inhibitor]	nt	2%	16%[9.22 µM]
CCCCN1CSC(=S)N(Cc2ccccc2)C1	nt	1%	0%[10 µM]	2%[9.22 µM]	nt	0%[7.66 µM]	nt
Cc1ccccc1P(=O)(CO)c1ccccc1C	2%	0%[38.3 µM]	-4%	4%	2%	0%	-6%
CCC(CC)NC(=O)c1ccc(Cl)cc1	1%	-6%	5%[10 µM]	1%	-1%	0%	?

structure	CBFb RUNX1 block	IMPase Li cell	HTT cytoprotect	SMN2 splice up	LMNA splice mod	KinaseGlo FLuc	HTT aggregate
COCCCNC(=O)/C=C/c1c(Cl)cccc1Cl	5%	-7%	nt	8%	8%	1%	-26%
O=c1[nH]c(CN2CCN(c3ccccc3Cl)CC2)nc2ccsc12	1%	5%[38.3 µM]	-5%[10 µM]	-18%	-5%	-3%	-10%
Cc1ccc(S(=O)(=O)CCC(=O)OCc2ccc(Cl)c(Cl)c2)cc1	13%	-1%	1%[10 µM]	-3%	-10%	5%	-12%
O=C(CN1C(=O)CSc2ccccc21)NCCC1=CCCCC1	-8%	nt	17%	nt	-3%	nt	2%
Cc1ccc(OCC(=O)N/N=C/c2ccc([N+](=O)[O-])o2)cc1	8%	-4%	-5%[10 µM]	-2%	?	2%	9%
CCOC(=O)c1cc(-c2ccc(OC)cc2)n(CCC(=O)NCCN2CCC(C)CC2)c1C	-3%	-6%	-52%[inhibitor]	4%	nt	-2%	-1%
COc1ccc(N2CCN(c3oc(Cc4cccc5ccccc45)nc3C#N)CC2)cc1	1%	2%[38.3 µM]	-8%	-14%	11%	-4%	5%
C=CCNC(=S)NNC(=O)c1ccc(OCCCC)cc1	3%	5%	11%[10 µM]	-33%	?	-2%	-9%
Cc1ccc(C)c2[nH]c(=O)c(C(c3nnnn3C3CCCC3)N3CCOCC3)cc12 (configuration not stated)	2%	21%[38.3 µM]	-11%	?	4%	-7%	-10%
O=CN1CCC(=O)N(Cc2ccccc2)c2ccccc21	7%	20%[38.3 µM]	11%	nt	-12%	3%	15%
[N-]=[N+]=Nc1ccc(C(=O)CSC[C@H](NC(=O)CC[C@H](N)C(=O)O)C(=O)NCC(=O)O)cc1	-5%	2%	nt	5%	?	-3%	nt
CCn1ncc(Br)c1C(=O)Nc1cc(C)cc(C)c1	2%	-10%	nt	0%	?	0%	14%
CCOC(=O)Cc1csc(NC(=O)C2CCCCC2C(=O)O)n1 (configuration not stated)	2%	-2%[38.3 µM]	?	2%	11%	-3%	-5%[9.22 µM]
Cc1ccc(NC(=O)COc2ncnc3c(Cl)cc(Cl)cc23)cc1[N+](=O)[O-]	-6%	6%	12%[10 µM]	-14%	-15%	2%	6%
Cc1cc(Br)ccc1NC(=O)CNC(=O)CN(C)Cc1nc2ccccc2c(=O)[nH]1	5%	1%[38.3 µM]	-1%	8%	0%	0%	-11%[9.22 µM]
NNC(=O)c1ccccc1OCc1ccccc1	-1%	nt	-12%[10 µM]	nt	nt	nt	-10%[9.22 µM]
O=C(NCc1nc2ccccc2[nH]1)c1cccc(S(=O)(=O)N2CCCCC2)c1	6%	-4%	-26%	?	5%[46 µM]	0%	13%
CCCN(C(=O)CSc1nnnn1C)C1CCS(=O)(=O)C1 (configuration not stated)	-2%	10%	18%[10 µM]	16%	-1%[46 µM]	0%	?
COCCCNC(=O)CN(CCc1ccccc1)S(=O)(=O)c1ccccc1	3%	1%	-7%	10%	?	1%	-9%
O=C(Cn1cnc2c(cnn2-c2ccc(F)cc2)c1=O)NCCc1ccccc1	-7%	4%	-7%	-3%	-4%	-1%	-8%
Cc1ccccc1NC(=O)C(C)c1ccc(-c2ccccc2)c(F)c1 (configuration not stated)	10%	41%[activator][38.3 µM]	10%	-47%[inhibitor]	?	-3%	-29%
COc1cc(C(=O)Nc2ccc(C#N)cc2)c([N+](=O)[O-])cc1OC	-6%	-3%	0%	nt	nt	nt	-5%
CN(Cc1cnccn1)Cc1cn(Cc2ccccc2)nc1-c1ccc2c(c1)OCO2	1%	-10%	-12%[10 µM]	nt	nt	nt	4%[9.22 µM]
O=C(Nc1ccc(N2CCOCC2)cc1N1CCOCC1)c1ccc([N+](=O)[O-])cc1	4%	-5%[38.3 µM]	-8%	-16%	-3%	0%	34%
Cc1ccc(NC2=C(Cl)C(=O)c3ccccc3C2=O)cc1	-2%	nt	-29%[10 µM]	nt	?	nt	10µM*

Entries listed so far shown as hits in IMPase Li cell.
structure | CBFb RUNX1 block | IMPase Li cell | SMN2 splice up | LMNA splice mod | HTT aggregate
CC(=O)c1sc(NC(=O)COc2ccc(C(C)C)c(C)c2)nc1C | -3% | 11µM* | -16% | ? | 11%

(list continues)
structure	CBFb RUNX1 block	IMPase Li cell	HTT cytoprotect	SMN2 splice up	LMNA splice mod	KinaseGlo FLuc	HTT aggregate
O=C1NCCN(Cc2cccc(Oc3ccccc3)c2)C1CC(=O)N1CCCCO1 (configuration not stated)	10%	7%	2%[10 µM]	nt	7%[46 µM]	1%	-16%[9.22 µM]
COCCOC(=O)c1c(C)oc2ccc(OS(C)(=O)=O)cc12	6%	3%	4%[10 µM]	1%	nt	-3%	8%[9.22 µM]
O=C(Nc1cc(Cl)ccn1)C1(c2ccccc2)CC1(Cl)Cl (configuration not stated)	18%	nt	-4%[10 µM]	nt	nt	nt	-10%[9.22 µM]
COc1ccc2[nH]c(C)c(CCN(Cc3cccs3)C(=S)Nc3ccccc3)c2c1	-13%	33%[activator][38.3 µM]	1%[10 µM]	-15%	?	-4%	?
Cc1csc(NC(=O)C(CC(C)C)NS(=O)(=O)c2ccc3c(c2)oc(=O)n3C)n1 (configuration not stated)	-8%	-3%[38.3 µM]	-14%	8%	6%	-3%	19%
O=C(NCc1ccncc1)c1ccc(Cl)c(S(=O)(=O)N2CCOCC2)c1	2%	5%[38.3 µM]	1%[10 µM]	-6%	?	2%	-4%
COc1ccccc1N1CCN(C(=O)Cn2nc(C(F)(F)F)c3c2CCC3)CC1	9%	-2%[38.3 µM]	4%	nt	-17%	6%	-29%
CCSc1nc2[nH]ncc2c(=O)[nH]1	14%	-5%	25%[10 µM]	-33%[inhibitor]	10%	-2%	1%

Bioassay records as filed in PubChem BioAssay.
